Bioassay records deposited in PubChem BioAssay by several laboratories.
Anthrax LF inh2 = Bacillus anthracis LF protease inhibitors, primary screen, biochemical, multiplex microsphere, MLPCN library; actives 0.12% (n = 360,000); inhibition, % at 10 µM; multiplex microsphere protease cleavage assay; Lethal factor (Bacillus anthracis), P15917; in the data active means inhibition above about 30%; further: plate controls were buffer without enzyme for full effect and enzyme alone for no effect
Yp Topo-I inh = Yersinia pestis topoisomerase I inhibitors, primary screen, biochemical, cleavage product accumulation, plate reader, single point. DNA topoisomerase I (Yersinia pestis CO92). Y. pestis Topo-I cleavage product accumulation. activity, % at 10 µM. actives 0.064% (n = 360,000). AID 504884, 2011; in the data active means activity above about 50%, passing the limit was not always enough; further: inactives centre near 2
Vc quorum ag = inducers of Vibrio cholerae quorum light production without autoinducers, primary screen, BH1578 luxS cqsA deficient, single point; V. cholerae BH1578 lux reporter, luminescence, 6 h; activation, % at 18.7 µM; actives 0.16% (n = 350,000); AID 588436, 2011; in the data active means activation mostly above about 9.7%, no sharp cut-off; further: not every result past the cut was called active; inactives centre near 0; reference of the scale not given here
TcdB inh = TcdB glycohydrolase inhibitors, primary screen, biochemical, single point, plate reader | Toxin B (Clostridioides difficile), P18177 | TcdB glycohydrolase enzymatic assay | inhibition, % at 9.99 µM | actives 0.24% (n = 350,000); in the data active means inhibition above about 10%
SSB-PriA inh = inhibitors of Klebsiella pneumoniae PriA binding to SSB C-terminal tail, primary screen, biochemical, AlphaScreen. PriA–SSB C-terminal tail interaction (Klebsiella pneumoniae). AlphaScreen SSBct-PriA binding, biotinylated peptide. inhibition, % at 33 µM. actives 0.6% (n = 430,000). AID 1272365, 2023; in the data active means inhibition mostly above about 37%, no sharp cut-off; inactive means mostly below about 20%;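 further: plate controls were negative control peptide for no effect and reference peptide for full effect; strong numbers were not always called active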
VHR inh abs = VHR1 phosphatase inhibitors, primary screen, biochemical, absorbance, uHTS; inhibition, % at 13.3 µM; actives 0.52% (n = 290,000); AID 1654, 2009; recombinant VHR phosphatase, pNPP absorbance; in the data active means inhibition above about 50%; further: some compounds called inactive have numbers as strong as hits
Target sequence (P51452 whole entry, looked up): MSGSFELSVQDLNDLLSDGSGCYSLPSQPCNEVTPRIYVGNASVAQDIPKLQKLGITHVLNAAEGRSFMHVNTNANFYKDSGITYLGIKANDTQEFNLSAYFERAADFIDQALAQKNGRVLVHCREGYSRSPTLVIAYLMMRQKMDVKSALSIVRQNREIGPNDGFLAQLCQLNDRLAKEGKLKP
3CLpro inhibitor = SARS-CoV 3CLpro protease inhibitors, primary screen, biochemical, quenched FRET. Replicase polyprotein 1ab (Severe acute respiratory syndrome coronavirus), P0C6X7. actives 0.14% (n = 290,000). recombinant SARS-CoV 3CLpro, quenched FRET peptide cleavage. inhibition, % at 6 µM. AID 1706, 2009; in the data active means inhibition above about 12%
PfHsp40 yeast = rescue of yeast from PfHsp40 toxicity, primary screen, S. cerevisiae, ATP luminescence; S. cerevisiae expressing PfHsp40, growth rescue; growth rescue, % at 12.5 µM; actives 0.68% (n = 340,000); in the data active means growth rescue above about 28%, passing the limit was not always enough;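 further: yeast W303a lacking pdr1 and pdr3 grown in galactose medium; growth measured after three days at 30 °C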
MazF activator = activators of E. coli MazEF toxin-antitoxin RNase, primary screen, biochemical, fluorescence, uHTS; Endoribonuclease toxin MazF (Escherichia coli (strain K12)), P0AE70; FAM/BHQ RNA-DNA oligo cleavage fluorescence, 5 h; activation, % at 20 µM; actives 0.32% (n = 350,000); in the data active means activation above about 50%
Target sequence (P0AE70 whole entry, looked up): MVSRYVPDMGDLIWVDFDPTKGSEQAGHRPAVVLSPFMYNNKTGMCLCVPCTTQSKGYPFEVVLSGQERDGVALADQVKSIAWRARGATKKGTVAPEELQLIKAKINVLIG
Rv3671c protease = Rv3671c serine protease inhibitors, primary screen, biochemical, fluorescence polarization, M. tuberculosis H37Rv | actives 0.048% (n = 320,000) | P9WHR9 | inhibition, % at 5.96 µM; in the data active means inhibition above about 38%;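 further: extracellular domain of Rv3671c used as enzyme; 0% = enzyme with DMSO and 100% = no enzyme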
Target sequence (P9WHR9 whole entry, looked up, the tested form may be a part): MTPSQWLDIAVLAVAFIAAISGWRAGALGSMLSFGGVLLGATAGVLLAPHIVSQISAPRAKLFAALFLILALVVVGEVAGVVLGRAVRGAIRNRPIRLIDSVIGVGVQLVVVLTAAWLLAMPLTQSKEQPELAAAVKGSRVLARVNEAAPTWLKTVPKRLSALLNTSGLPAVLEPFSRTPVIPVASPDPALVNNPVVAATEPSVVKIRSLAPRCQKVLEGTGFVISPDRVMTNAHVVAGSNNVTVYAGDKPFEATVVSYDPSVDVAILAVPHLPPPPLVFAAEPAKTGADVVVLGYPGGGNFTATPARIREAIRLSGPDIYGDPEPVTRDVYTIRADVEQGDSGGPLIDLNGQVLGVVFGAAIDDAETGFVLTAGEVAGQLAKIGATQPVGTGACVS
* = called active by the depositor; i = inactive; . = no result given; & = joins results of further samples. These rows are one share of the data, so the mix of outcomes need not match the whole.

Molecule	SSB-PriA inh	VHR inh abs	3CLpro inhibitor	MazF activator	Rv3671c protease	Yp Topo-I inh	PfHsp40 yeast	TcdB inh	Anthrax LF inh2	Vc quorum ag
O=C(NCC1CCCCC1)c1ccc(F)cc1Cl	-8	18	-7	5	1	-1	-0.1	0.1	11	i
CSc1nc2ccccc2cc1/C=C(\C#N)c1cccc(Cl)c1	-13	20	-5	0	4	-1	4.8	.	0	i
CCCCN(C)C(=O)c1ccc(CS(=O)(=O)c2ccccc2C)o1	0	-8	-6	13	-10	-1	-0.5	-0.1	-7	-0.2
O=C(O[C@@H]1OC2COC(=O)c3cc(O)c(O)c(O)c3-c3c(cc(O)c(O)c3O)C(=O)O[C@@H]([C@H]1O)[C@@H]2O)c1cc(O)c(O)c(O)c1	20	20	-6	26	-14	-3	3.4	.	-8	3.6
CCOC(=O)c1c(C)[nH]c(C)c1C(=O)COC(=O)/C=C/c1cccc([N+](=O)[O-])c1	.	.	.	3	.	15	.	1.5	-4	-0.9
O=C(CSc1ccc(-c2ccco2)nn1)N1CCCCCC1	-6&-7	24	3	-2	-3	0	-1.1	1.2	-4	i
Cc1cc(C(=O)N/N=C/c2cc(Br)ccc2OC(=O)c2ccccc2)n[nH]1	.	17	1	-10	-53	-11	2.1	.	-2	4.0
O=C(CCCCCN1C(=O)c2ccccc2C1=O)Nc1ccc(S(=O)(=O)N2CCCCC2)cc1	-5	18	6	-10	-18	-7	-1.7	.	-1	i
O=C(Cc1cccs1)Nc1nnc(SCC(=O)N2CCCCC2)s1	5	13	0	4	-1	4	-2.0	.	0	-2.2
CCOC(=O)c1c(-c2ccccc2)oc2ccc(O)c(CN3CCN(C)CC3)c12	-1	-11	-1	-7	-1	19	-0.1	1.4	-6	-0.4
Cc1ccc(Cl)cc1N1CCN(S(=O)(=O)c2c(C)nc3scc(C)n3c2=O)CC1	-7	21	1	9	-2	27	6.4	0.5	10	i
O=C(NCCOCc1ccccc1)C(c1ccccc1)c1ccccc1	-13	6	1	-25	4	27	-0.7	0.3	-7	-0.4
O=C(NNC(=O)c1cc(-c2ccncc2)nc2ccccc12)c1ccccc1F	-14	.	.	5	-6	-5	0.5	0.8	6	-3.8
Cc1cccc(N2C(=O)N3[C@@H]4c5ccccc5OC[C@@H]4[C@@H](c4ccccc4)[C@]3(C)C2=O)c1	-1	1	-6	3	5	20	2.1	.	-6	i
O/N=C(\Cn1ccnc1)c1ccccc1	.	.	.	-3	.	2	-0.9	0.8	2	-0.6
Cc1cc(N2CCCC2=O)ccc1S(=O)(=O)N1CCOCC1	-16	-1	1	8	4	1	-1.4	0.4	-12	i
CCOC(=O)N1CCN(CCC(=O)Nc2ccc(OC(F)(F)F)cc2)CC1	-11	13	6	6	0	-1	-0.8	.	-1	i
O=C(Cc1ncc(C(F)(F)F)cc1Cl)N1CCN(c2ccc(F)cc2)CC1	-7	8	-5	-4	-4	9	-1.4	.	-3	-0.3
CCc1nc2ccccc2c(C(=O)OCC(=O)Nc2cccc(S(=O)(=O)N3CCOCC3)c2)c1C	5	33	1	-5	-33	3	-0.1	.	-3	-1.9
CC(=O)c1cc2c(cc1NC(=O)CSc1nnc(C)s1)OCO2	-15	-8	2	0	0	-6	0.7	.	5	-1.3
Cc1ccc(S(=O)(=O)N(CC(=O)NCCSc2ccccn2)c2ccccc2F)cc1	-3	27	0	0	4	16	1.0	0.7	1	-0.4
CC1(C)CC(=O)C(N=Nc2cccnc2)=C(O)C1	-3&-24	15	-4	11	-20	3	-0.4	-0.3	-8	-0.4
Fc1ccc(-c2nc3nc4ccccc4nc3n2Cc2ccco2)cc1	-5	41	-8	20	-6	14	1.9	.	-3	-6.2
Cn1c(O)c(/C=C2/C=CC=N2)c(=O)[nH]c1=O	.	5	3	0	-9	-4	-1.0	0.6	-3	-0.5
Cc1ccc(NC(=O)C(=O)c2cn(CC(=O)N3CCCCC3)c3ccccc23)cc1	4	28	0	6	-14	17	3.7	0.8	3	1.5
Cc1ccc(S(=O)(=O)N2CCCCC2)cc1NC(=O)CNC(C)c1ccc(Cl)c(Cl)c1 (stereo unspecified)	-9	.	.	-12	-12	-8	-1.0	0.9	10	-2.6
Cn1c(=O)cc(OCCCC(=O)N2CCCCC2)c2ccccc21	-8	13	-13	-2	-3	16	10.0	.	-2	-12
CC(=O)Nc1cnc(-c2cccc(C(=O)N(C)C)c2)cn1	.	.	.	.	.	5	.	1.2	-8	-0.8
Cc1ccc(S(=O)(=O)N2CCOC2CNC(=O)C(=O)NCCN(C)C)cc1 (stereo unspecified)	-1	6	-2	9	-1	-5	0.2	1.0	-4	11
Cc1ccsc1/C=N/NC(=O)c1cccnc1	i	21	2	2	8	1	-0.2	-0.7	1	-0.9
O=S1(=O)N=C(N(CCO)/N=C/c2ccc(Cl)cc2)c2ccccc21	.	-5	2	9	-1	4	-1.2	-0.5	-2	0.0
C/C=C(\C)CN1CCCC(CO)(Cc2ccccc2)C1 (stereo unspecified)	-4	34	4	-1	-8	6	0.0	.	-2	i
O=C(c1ccc(S(=O)(=O)c2cccc(Cl)c2)c([N+](=O)[O-])c1)N1CCN(Cc2ccccc2)CC1	17	10	0	1	9	40	3.3	1.3	-2	-0.3
CC1CCC2=NN(C(=O)c3ccco3)C(O)(C(F)(F)F)C2C1 (stereo unspecified)	-13	2	2	-1	6	4	1.3	1.1	3	-0.4
C#CCOC(=O)C1=CCCN(C)C1	3	.	.	3	-2	-7	-0.7	1.1	0	-0.7
O=C(NCCN=C1NS(=O)(=O)c2ccccc21)c1ccccc1	-11	20	-2	8	3	0	-0.7	0.1	0	-0.3
CC(C)CN1CCN(C(=O)COC(=O)c2ccc(S(C)(=O)=O)c([N+](=O)[O-])c2)CC1	.	.	.	.	.	-2	.	0.5	-1	i
CNc1snc(C)c1C(=O)OCC(=O)N(C)Cc1ccccc1	-5	.	.	4	-9	-1	-0.5	-0.2	-5	i
c1ccc2c(CCNc3ncnc4nc[nH]c34)cccc2c1	-18	0	-2	1	-2	12	-1.5	.	-9	3.0
COc1ccc(C2CC(c3ccccc3)=NN2C(=O)c2cccs2)cc1 (stereo unspecified)	-14	10	0	-8	-8	1	-0.3	.	1	-0.4
COc1ccc(-c2csc(NC(=O)C3CSC4(C)CCC(=O)N34)n2)c(OC)c1 (stereo unspecified)	10	.	.	3	-10	6	0.4	1.4	-2	i
COC(=O)c1ccc2ccccc2c1OC1OC(CO)C(O)C(O)C1NC(C)=O (stereo unspecified)	6	-3	2	-3	-1	1	-1.2	-0.7	19	-0.4
Oc1cccc(-c2csc(C(O)(c3ccccc3)C(F)(F)F)n2)c1 (stereo unspecified)	.	.	.	.	.	-9	.	3.8	-1	-1.2
COc1ccc(NS(=O)(=O)c2cc(N)ccc2N2CCCC2)cc1	-11	.	.	24	-2	-12	-1.0	1.2	-19	i
Cc1ccc(NC(=O)CN(C)C(=O)Cc2c(Cl)cccc2Cl)cc1	2	34	-4	9	3	10	1.4	1.2	4	-0.2

Sorted by SMILES length (high to low): part of the list above.
Molecule	SSB-PriA inh	VHR inh abs	3CLpro inhibitor	MazF activator	Rv3671c protease	Yp Topo-I inh	PfHsp40 yeast	TcdB inh	Anthrax LF inh2	Vc quorum ag
O=C(c1ccc(S(=O)(=O)c2cccc(Cl)c2)c([N+](=O)[O-])c1)N1CCN(Cc2ccccc2)CC1	17	10	0	1	9	40	3.3	1.3	-2	-0.3
CC1CCC2=NN(C(=O)c3ccco3)C(O)(C(F)(F)F)C2C1 (stereo unspecified)	-13	2	2	-1	6	4	1.3	1.1	3	-0.4
O=C(NCCN=C1NS(=O)(=O)c2ccccc21)c1ccccc1	-11	20	-2	8	3	0	-0.7	0.1	0	-0.3

Continuation.
Molecule	SSB-PriA inh	VHR inh abs	3CLpro inhibitor	MazF activator	Rv3671c protease	Yp Topo-I inh	PfHsp40 yeast	TcdB inh	Anthrax LF inh2	Vc quorum ag
O=C(CNC(=O)Cc1ccccc1)NCC(=O)OCC(=O)c1ccc(Cl)cc1	-5	15	3	6	2	-7	-0.4	.	0	-0.3
O=C(NC1CCCCCC1)C1CCCN(S(=O)(=O)c2cccs2)C1 (stereo unspecified)	-34	-4	0	10	0	2	0.3	.	-2	-0.6
Cc1ccc2nsnc2c1NC(=O)Cc1ccc(Cl)cc1	4	2	6	0	-2	11	-1.0	-1.0	0	-0.3
Cc1ccc2c(cnn2C(=O)CCCC(=O)NCc2cccc(F)c2)c1	-12	13	-6	-12	6	-3	-1.3	-0.3	-2	-0.2
Cc1ccc(S(=O)(=O)NCc2ccccc2)cc1C(=O)N(C)Cc1ccccc1F	1	22	5	-3	-13	41	1.9	-0.5	1	-0.2
Cc1ccccc1Nc1nnc(C)c(=O)n1N	-11	-18	-4	-5	-6	5	-1.2	0.9	-2	-1.7
Fc1ccc(-n2c(-c3ccco3)nc3nc4ccccc4nc32)cc1	-4	49	-4	6	-12	2	-1.1	.	6	0.7
CN(CC(=O)Nc1ccccc1Br)C(=O)CCc1ccccc1	3	22	-2	3	-17	5	-0.7	-6.5	0	i
CCCCCCOc1ccc(N2C(=O)CC(NCCc3ccc(S(N)(=O)=O)cc3)C2=O)cc1 (stereo unspecified)	7	17	0	-3	-5	6	-1.4	.	-10	-14
Cc1cc(=O)oc2cc(OC(=O)CCCCCN3C(=O)c4ccccc4C3=O)ccc12	-25	37	-1	2	-6	39	-0.4	.	1	i
O=C(C1CC(c2ccc(F)cc2)=NO1)N1CCN(c2ccccc2)CC1 (stereo unspecified)	3	0	1	4	0	3	-1.5	0.5	-2	-0.4
Cc1ccc(-n2nnc3c(SCC(=O)NCc4ccco4)ncnc32)cc1	-12	12	6	-4	-4	23	-1.3	.	-7	i
COC(=O)Nc1nnc(Cc2ccccc2)s1	-6	5	-3	2	-17	6	0.1	.	-4	-0.4
CCc1nc2ccccc2n1CC(O)COCC1CC=CCC1 (stereo unspecified)	-9	26	-2	6	-2	26	-0.3	1.4	-6	-0.4
CCOCCn1ccc2c(OCC(=O)Nc3ccc(OC)c(OC)c3)cccc2c1=O	-12	.	.	2	3	-6	1.1	0.4	2	0.0
CCCCNc1cc(Cl)nc(N)n1	9	4	0	9	3	3	0.6	0.8	0	0.0
COC(=O)c1ccn(CSc2c(F)c(F)cc(F)c2F)n1	-12	.	.	-6	-4	8	-1.4	1.1	-2	0.2
Cc1cc(C)c(C#N)c(SCc2ccc3c(c2)OCO3)n1	2&-51	5	-2	-2	0	20	0.8	.	-5	i
CCc1ccc(N2CC(C(=O)N/N=C/c3ccccc3OC)CC2=O)cc1 (stereo unspecified)	.	44	-2	6	-20	28	1.3	1.3	1	-0.5
O=C(NCc1ccccc1)c1onc(CSc2nc3ccccc3[nH]2)c1C(=O)NCc1ccccc1	-4	25	1	1	-131	-4	0.2	1.4	-4	i
O=C(C1CC1)n1cc(C(=S)N2CCOCC2)c2ccccc21	-3	5	-8	4	3	-10	-1.7	.	4	i
O=S(=O)(Nc1ncnc2sc3c(c12)CCC3)c1ccc(Cl)s1	0	3	9	2	-3	3	0.1	.	2	5.0
CCCCCCCC(=O)Nc1cc(C(=O)NCCC)ccc1N1CCC2(CC1)CC(c1cccc(Br)c1)=NO2	5	.	.	-7	-1	12	1.6	0.7	-16	i
